Bioassay records deposited in PubChem BioAssay by several laboratories.
EP2 antag: human EP2 receptor antagonists, primary screen, TR-FRET cAMP, C6 glioma cells; inhibition, % at 25 µM; AID 1422, 2008; C6 glioma cells expressing human EP2; cells stimulated with saturating PGE2; 260,000 compounds, 0.52% hits; Prostaglandin E2 receptor EP2 subtype (Homo sapiens), P43116;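 active = percent inhibition above 40 after rounding to a whole number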;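 also: rat C6 glioma host cells with rolipram phosphodiesterase inhibitor present; the protocol text gives 20 µM as final concentration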
Target sequence (P43116 whole entry, looked up): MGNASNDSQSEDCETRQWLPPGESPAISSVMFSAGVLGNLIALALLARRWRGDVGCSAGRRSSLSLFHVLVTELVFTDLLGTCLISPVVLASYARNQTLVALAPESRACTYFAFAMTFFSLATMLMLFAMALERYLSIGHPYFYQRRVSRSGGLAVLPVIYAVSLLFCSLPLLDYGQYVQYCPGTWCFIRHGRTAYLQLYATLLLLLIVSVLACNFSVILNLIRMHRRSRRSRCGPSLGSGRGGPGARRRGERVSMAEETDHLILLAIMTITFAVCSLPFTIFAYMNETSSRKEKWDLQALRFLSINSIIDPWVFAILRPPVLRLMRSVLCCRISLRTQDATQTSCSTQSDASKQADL
eIF4E-4G inh: eIF4E–eIF4G protein interaction inhibitors, primary screen, biochemical, uHTS, TR-FRET, eIF4GI fragment. Eukaryotic translation initiation factor 4E (Mus musculus) + Eukaryotic translation …. TR-FRET eIF4E-eIF4GI(517-606) binding, 2 h. inhibition, % at 21.7 µM. 220,000 compounds, 0.37% hits;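 active = inhibition above about 30%, limit read from the data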;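 also: 0% = full FRET control wells and 100% = background wells lacking eIF4GI fragment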
S1P4 antag: S1P4 receptor antagonists, primary screen, cell-based. S1P4-expressing cells, antagonist mode, reporter read-out. Sphingosine 1-phosphate receptor 4 (Homo sapiens), O95977. inhibition, % at 4.98 µM. AID 1510, 2009. 220,000 compounds, 0.26% hits; in the data active = inhibition above about 29%;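 also: 0% = wells stimulated with agonist and 100% = vehicle wells without agonist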
NPY-Y1 antag: NPY-Y1 receptor antagonists, primary screen, cell-based; HEK293-CNG Y1 cells, membrane potential fluorescence; NPY at EC95, then isoproterenol; inhibition, % at 3.6 µM; 200,000 compounds, 1% hits;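 active = inhibition above the campaign mean inhibition of all tested compounds plus 3 SD, cut at about 20% in these data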;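 also: 0% = DMSO wells given NPY plus isoproterenol and 100% = isoproterenol alone without NPY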
Target sequence (P25929 whole entry, looked up): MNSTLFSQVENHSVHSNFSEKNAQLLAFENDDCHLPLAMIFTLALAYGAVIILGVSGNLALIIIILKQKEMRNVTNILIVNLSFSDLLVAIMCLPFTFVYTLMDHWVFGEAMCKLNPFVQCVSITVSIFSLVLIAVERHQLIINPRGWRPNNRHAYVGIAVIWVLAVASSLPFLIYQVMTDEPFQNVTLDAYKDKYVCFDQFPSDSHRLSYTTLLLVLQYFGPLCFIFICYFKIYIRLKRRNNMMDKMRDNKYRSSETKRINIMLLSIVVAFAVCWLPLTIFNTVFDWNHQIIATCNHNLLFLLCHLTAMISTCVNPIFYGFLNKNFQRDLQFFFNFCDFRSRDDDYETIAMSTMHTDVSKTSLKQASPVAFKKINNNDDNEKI
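Material: HEK293 Y1/CNG channel cell line; also added: NPY (25 nM), isoproterenol (1 µM), Ro 20-1724 (25 µM); doses: one concentration, 3.6 µM, in 0.4% DMSO; schedule: compound incubation 1 h at room temperature, readout 45 min post-stimulation; technique: membrane potential fluorescence; measure: fluorescence ratio normalized to % inhibition between controls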
NPY-Y2 PAM-ag: NPY-Y2 potentiators or agonists, primary screen, cell-based. activation, % at 3.6 µM. cells expressing NPY-Y2, potentiator/agonist read-out. Neuropeptide Y receptor type 2 (Homo sapiens), P49146. 220,000 compounds, 0.45% hits; in the data active = activation above about 27%;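 also: cells stimulated with NPY near EC25 plus isoproterenol at EC100; 0% = vehicle plus submaximal agonist and 100% = vehicle plus saturating agonist; some results beyond the cut were filed as inactive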
NPY1 pot ag: NPY-Y1 receptor potentiators or agonists, primary screen, cell-based; Neuropeptide Y receptor type 1 (Homo sapiens), P25929; NPY-Y1 expressing cells, potentiator/agonist activation; activation, % at 3.6 µM; 220,000 compounds, 0.37% hits; in the data active = activation above about 33%, passing the limit was not always enough;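 also: cells stimulated with NPY at EC10 then isoproterenol at EC100; 0% = low agonist plus stimulus and 100% = saturating agonist plus stimulus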
EP2 modulator: EP2 receptor modulators, cAMP readout, primary screen, cell-based, HTRF cAMP, PGE2 stimulation; EP2-expressing cells, cAMP HTRF FRET, PGE2 co-stimulation; induction, % at 25 µM; Prostaglandin E2 receptor EP2 subtype (Homo sapiens), P43116; 260,000 compounds, 0.83% hits;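 active = compounds whose cAMP rise, as percent of the full-agonist control response, exceeds 60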;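 also: rat C6 glioma line stably carrying human EP2 under a CMV promoter; the protocol text gives 20 µM as final concentration; 100% = response of wells given 1 µM PGE2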
S1P4 ag: S1P4 receptor agonists, primary screen, cell-based; S1P4-expressing cell line, agonist reporter assay; 220,000 compounds, 0.35% hits; Sphingosine 1-phosphate receptor 4 (Homo sapiens), O95977; activation, % at 4.98 µM; in the data active = activation above about 11%;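 also: 0% = DMSO vehicle and 100% = reference agonist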
p97 inhibitor: inhibitors of human p97 ATPase, primary screen, biochemical. Transitional endoplasmic reticulum ATPase (Homo sapiens), P55072. recombinant p97 ATPase, Kinase-Glo ATP luminescence, 3 h. inhibition, % at 8 µM. 220,000 compounds, 0.42% hits; in the data active = inhibition above about 15%;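 also: 0% = DMSO vehicle and 100% = wells lacking enzyme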
* hit, by the source's call; / = no result given; & = joins results of further samples; [ ] = dose if it differs, or a comment. Only part of the results is shown, so the mix of outcomes need not match the whole.

SMILES	EP2 antag	eIF4E-4G inh	S1P4 antag	NPY-Y1 antag	NPY-Y2 PAM-ag	NPY1 pot ag	EP2 modulator	S1P4 ag	p97 inhibitor
O=C1COc2ccc(C(=O)COC(=O)CNC(=O)c3ccco3)cc2N1	3	1	-11	1	0	16	22	2.3	4
O=C(Nc1cc(S(=O)(=O)N2CCOCC2)ccc1N1CCOCC1)c1cc(=O)[nH]c2ccccc12	4	2	-4	2	0	-2	-11	-0.9	1
CCn1c(SCC(=O)NCCc2ccc(F)cc2)nnc1-c1cccs1	21	11	-1	1	-7	6	11	1.2	-8
Cc1ccc(NC(=O)/C(=C\c2ccccc2)NC(=O)c2ccco2)cc1	6	-3	3	/	-7	17	13	1.0	5
CCN(C(=O)c1cc2c(=O)[nH]c3ccc(C)cc3c2s1)c1ccccc1F	9	-9	-6	/	-25	-12	-13	0.3	-5
CCN(CCCc1ccccc1)CCCc1ccccc1	13&11	11	2	6	-13	-29	-2&-13	1.6	3
Cc1ccc(OCCCCN2CCCCC2)c(Br)c1	9	1[fluorescence artefact?]	-8	2	-19	-36	-35	0.1	3
CCOc1cccc(C2C(C(=O)c3ccco3)=C(O)C(=O)N2Cc2ccncc2)c1 (configuration not stated)	12&9	6[fluorescence artefact?]	-4	3	-5	0	-6&-4	0.7	3
CC1(C)CC(=O)C2=C(C1)N(c1cccnc1)C(N)=C(C#N)C2c1cccs1 (configuration not stated)	4	20[fluorescence artefact?]	-9	1	6	21	10	0.6	5
Cc1ccc(/C=C2\C(=O)ON=C2c2ccccc2)o1	3	1	-28	0	1	3	16	1.9	-2
O=S(=O)(CCc1nc2ccccc2[nH]1)c1ccc(Cl)cc1	11	-1	2	3	3	0	8	2.6	5
Cc1ccc(NC(=O)CN2CCc3ccccc3C2)cc1	2	5[fluorescence artefact?]	-4	7	-13	0	-54	2.6	-6
CCOC(=O)c1[nH]c(C)c(/C(O)=C2\C(=O)C(=O)N(CCN3CCOCC3)C2c2ccco2)c1C (configuration not stated)	8	3	-1	-2	7	21	20	2.5	1
O=C(Nc1ccc(N2CCCCC2)cc1)c1cc([N+](=O)[O-])cc([N+](=O)[O-])c1	16	2	-8	3	-11	7	-10	0.5	0
Cc1nc(-c2ccccc2)sc1C(=O)CSc1ccc(F)cc1	16	-21	8	19	-32	-28	0	-0.9	0
CCc1ccc(CN2C(=O)CCC2(C)C(=O)NC2CCCC2)cc1 (configuration not stated)	7	5[fluorescence artefact?]	-16	0	-2	2	-9	1.6	-1
c1ccc(-c2nnc(CSc3nc4ccccc4[nH]3)o2)cc1	12	3	7	11	-23	-24	-8	2.2	-7
CCCNC(=O)c1c(N)n(-c2cc(OC)cc(OC)c2)c2nc3ccccc3nc12	3	0[fluorescence artefact?]	-22	1	2	12	17	0.7	2
Cc1c2c(nc3c(C(=O)NC4CCCCC4C)cnn13)CCCC2 (configuration not stated)	/	7	0	20*	-12	-22	52	2.1	-2
O=C(Nc1ncc2c(n1)CC(c1ccco1)CC2=O)c1ccco1 (configuration not stated)	7	2	-6	/	-13	13	11	-0.6	9
CC(C)=C1C2CCC1C(C(=O)NCCc1ccccc1)C2C(=O)O (configuration not stated)	8	7	-13	2	-4	4	49	1.6	-4
COc1ccc(-n2c3c(c(=O)[nH]c2=O)C(NC(C)=O)(C(F)(F)F)C(=O)N3)cc1 (configuration not stated)	2	1	-4	0	-5	8	19	1.2	1
CCN(CC)CCNC(=O)C1CCCCN1S(=O)(=O)c1cccc([N+](=O)[O-])c1 (configuration not stated)	4	0	1	0	4	14	5	-1.9	1
CC1(C)Cc2c(sc3c2c(N)nc(=S)n3Cc2ccccc2)CO1	8	-1	1	2	-6	-18	7	-1.9	0
CCCC(=O)Nc1nnc(CCOC)s1	7	2	-15	3	-6	0	-18	0.6	-2
CCOC(=O)c1cnc2c(Cl)c(Cl)ccc2c1N1CCN(C)CC1	12	-5	8	-2	-1	-23	0	-0.3	0
COc1ccc(S(=O)(=O)N(CCCN2CCCC2=O)Cc2cc3cc(C)c(C)cc3[nH]c2=O)cc1	18&13	2	5	-3	17	17	-19&-28	0.6	4
CCC(=O)N(CC(=O)Nc1sc(C)c(C)c1C(N)=O)C1CCCCC1	8	-11	-15	-1	-21	1	10	-3.4	-8
O=C(NCc1ccc2c(c1)OCO2)Nc1cccc2ccccc12	2	-8	5	/	-13	-4	-14	0.9	4
CCS(=O)(=O)N1N=C(c2cccs2)CC1c1cc2cc(C)ccc2nc1Cl (configuration not stated)	8	-11	-7	/	-29	0	24	-0.3	4
Oc1ccc(C(=S)N2CCCCC2)cc1Cl	1	-1[fluorescence artefact?]	2	-3	12	-2	7	-0.4	4
COc1ccc2nc(NC(=O)CSc3nc(SC)ns3)sc2c1	9	-2	6	4	-2	-20	-16	0.7	5
O=C(O)C1Cc2ccccc2CN1C(=O)COc1ccc(Br)cc1 (configuration not stated)	11	1	-10	-1	-2	4	23	-0.2	1
CN1CC2(C(=O)c3ccccc3)CN(C)CC(C(=O)c3ccccc3)(C1)C2	10	9	4	1	10	12	-1	1.9	5
COc1ccc(CC(=O)NNc2ncnc3c2cnn3-c2ccc(C)cc2)cc1	7	3	-20	1	-1	-13	-3	-3.6	1
CCn1cc(C(=O)O)c(=O)c2cnc(N3CCN(C(=S)Nc4ccccc4Cl)CC3)nc21	2	0	7	/	-4	19	-32	1.4	8
CCc1c(C)sc(NC(=O)c2cccs2)c1C(=O)OC(C)C	27	-3	-5	20*	-16	-19	46	0.5	4
CCc1ccc(N2C(=O)CC(NNc3nc4ccccc4s3)C2=O)cc1 (configuration not stated)	16	2	6	9	6	-9	-9	-0.5	0
Cc1cc(NC(=O)CCSc2ccccc2)ccc1Br	5	7	-3	5	-26	-31	-95	0.8	5
Cc1noc(C)c1C(=O)N1CCCC(C(=O)c2ccc(Cl)cc2)C1 (configuration not stated)	4	0	-15	5	-8	-13	-14	0.8	-2
CCOc1cc(/C=N\NC(=O)OC)ccc1OC(=O)c1ccco1	3	3	1	3	-7	-15	-6	-0.6	1
O=C(Cc1ccccc1)Nc1ccc(NC(=O)c2cccs2)c(Cl)c1	8	3[fluorescence artefact?]	-5	8	2	-28	-16	-1.2	-2
O=C(NCc1ccc2c(c1)OCO2)C1CCCN1S(=O)(=O)c1ccc(Cl)cc1 (configuration not stated)	11	3	4	-2	-5	-6	-28	-0.4	2
COC(=O)N/N=C(\C)c1ccco1	4	4	-3	-4	-1	0	27	1.2	5
COc1ccccc1NC(=O)Nc1ccc(Cc2ccncc2)cc1	6	0	-13	-6	6	1	-13	0.6	-4
CC1CC(C)CN(C(=S)NC2CCCCC2)C1 (configuration not stated)	7	-7	-6	3	4	2	8	-0.1	-7
CC(=O)N1CCc2cc(S(=O)(=O)NCCC3=CCCCC3)ccc21	/	/	-15	-3	17	-7	/	-0.7	-3
Cc1nn(Cc2ccccc2Cl)c(C)c1NC(=O)c1cc(-c2ccc(F)cc2)on1	5	-4	-8	-5	8	2	12	-0.8	2
Cc1cc2c(cc1C)CSC(c1ccccc1OC(=O)C(C)C)SC2	11	-2	8	2	2	-2	27	0.1	0
C#Cc1ccc([C@@H]2C=C(C(=O)OCC=C)O[C@H](OCCCCO)C2)cc1	7	5	6	-4	10	7	-8	0.7	2
CCOc1ccc(N2C(=O)CC(N3CCC(NC(=O)Nc4ccccc4)CC3)C2=O)cc1 (configuration not stated)	4	2[fluorescence artefact?]	-6	1	-4	-8	26	0.1	-3
O=[N+]([O-])c1ccc(N2CCC(=NOCc3ccc(Cl)cc3)CC2)cc1	4	-2	2	13	-5	25	-22	-2.7	6
O=C1CCCC2=C1C(c1ccccc1)CC(=O)N2c1ccccc1 (configuration not stated)	9	0	-20	5	-5	8	-7	0.7	4
COc1ccccc1NC(=O)Cn1cnc2c(cnn2-c2ccc(C)c(C)c2)c1=O	/	-11	-9	4	-1	-1	-20	0.6	-3
COc1ccc(CCNC(=O)C(C(=O)c2ccccc2)n2cc(Cl)ccc2=O)cc1OC (configuration not stated)	8	-2	-4	-1	4	4	27	-0.3	7
Fc1ccc(CNCc2cccc(Br)c2)cc1	5	18	-10	10	8	-5	5	1.2	4
CCN(CC)C(=O)C(=O)N/N=C/c1ccc(C(=O)O)cc1	7	-7	-13	8	-1	21	17	1.3	9
CCOc1ccc(NC(=O)CC2CC(C)(C)OC2=O)cc1 (configuration not stated)	13	6[fluorescence artefact?]	-24	4	5	8	3	0.2	0
COc1cccc2sc(Nc3nnc(-c4ccc(F)cc4)o3)nc12	10	-1	0	6	-14	9	2	1.6	-2
Cc1onc(-c2ccccc2Cl)c1C(=O)NCCn1ccc2ccccc21	17	7	1	-6	13	22	4	-0.6	1

Next part:
SMILES	EP2 antag	eIF4E-4G inh	S1P4 antag	NPY-Y1 antag	NPY-Y2 PAM-ag	NPY1 pot ag	EP2 modulator	S1P4 ag	p97 inhibitor
CS(=O)(=O)Nc1ccc(C2=NN(C(=O)c3ccco3)C(c3cccc(F)c3)C2)cc1 (configuration not stated)	11	-3	8	-4	11	22	-18	-1.7	4
CCc1ccc(N2C(=O)CC(c3ccc(F)cc3)C3=C2COC3=O)cc1 (configuration not stated)	16	-2	-4	1	-14	-2	-48	-0.6	-3
O=C(Cn1cnc2c(nnn2Cc2ccccc2)c1=O)N1CCN(c2ccccc2)CC1	11	-5	-32	3	-12	-2	-15	0.6	5
COc1ccc(CCC(=O)NC2=NCCS2)cc1OC	4	6	-4	-1	13	22	20	0.5	1
O=C(NN=C1CCCC1)c1sc2ccccc2c1Cl	3	3	-6	-3	-15	-9	4	2.4	0
COc1ccc(N=c2oc3ccc(OC)cc3cc2-c2nc3ccccc3[nH]2)cc1	14	1	-14	-1	-9	-9	10	1.9	-6
Cc1ccc(CNC(=O)C2c3ccccc3C(=O)N3CCc4ccccc4C23)o1 (configuration not stated)	10	4	-2	12	-2	-24	-1	1.1	3
OCCN1CCN(Cc2cc(Br)cc(Br)c2O)CC1	1	-1	-10	-1	7	-34	1	-1.1	3
CCOC(=O)c1c(C)[nH]c(C(=O)Cn2nnc(-c3ccc(Cl)cc3)n2)c1C	7	3	-17	1	5	-8	1	2.2	0

3 compounds drawn at random from those above:
SMILES	EP2 antag	eIF4E-4G inh	S1P4 antag	NPY-Y1 antag	NPY-Y2 PAM-ag	NPY1 pot ag	EP2 modulator	S1P4 ag	p97 inhibitor
COc1ccc(N=c2oc3ccc(OC)cc3cc2-c2nc3ccccc3[nH]2)cc1	14	1	-14	-1	-9	-9	10	1.9	-6
O=C(Cn1cnc2c(nnn2Cc2ccccc2)c1=O)N1CCN(c2ccccc2)CC1	11	-5	-32	3	-12	-2	-15	0.6	5
CS(=O)(=O)Nc1ccc(C2=NN(C(=O)c3ccco3)C(c3cccc(F)c3)C2)cc1 (configuration not stated)	11	-3	8	-4	11	22	-18	-1.7	4
